Source: PubChem
GoLoco inh red: blocks human Gai1 binding to RGS12 GoLoco peptide, red readout | Gai1:RGS12 GoLoco peptide FP, rhodamine, 10 min | Potency, µM (titrated, usually from 61.6 µM), for the others: at the top dose activity, negative = inhibition, most hits filed as inhibitors | P63096 | 230,000 tested, 0.44% active; active = well fitted inhibition curve with a large enough effect, not every such curve was filed as active; inactive = no such curve, though single readings can be large or run the other way; note: % is set by controls: 0 for no effect and ±100 for the full control effect; nearly all actives have a fitted effect of over 30% in size; many of its hits are not listed in these tables
aGlu spleen mod: inhibits or activates alpha-glucosidase in human spleen homogenate; P10253; human spleen homogenate, 4-MU-alpha-glucoside fluorescence; Potency, µM (titrated, usually from 79.9 µM), without a hit: at the highest dose activity change, negative = inhibition, actives largely listed as inhibitors; 240,000 tested, 0.006% active;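 note: 0% = enzyme with vehicle and -100% = no enzyme basal signal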
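AC50 values come from Hill-equation fits of concentration-response data, normalized to no-enzyme and full-activity controls. Enzyme source: 1 ug human spleen homogenate; 1 mM fluorogenic 4-MU glucoside, pH 5.0 citrate buffer, 37 C, 40 min.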
ALDH1A1 block: blocks purified human ALDH1A1 activity; Purified ALDH1A1, NADH fluorescence, propionaldehyde substrate; Potency, µM (doses to about 75.3 µM), for the others: top-dose activity, negative = inhibition, actives largely listed as inhibitors; 220,000 tested, 7.3% active; AID 1030; active = well fitted inhibition curve with a large enough effect, not every such curve was filed as active; inconclusive = small, poorly fitted or top-dose-only effect, or another doubt; inactive = no such curve, though single readings can be large or run the other way;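 note: plate controls were no enzyme wells and a reference inhibitor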
Target sequence (P00352 whole entry, looked up): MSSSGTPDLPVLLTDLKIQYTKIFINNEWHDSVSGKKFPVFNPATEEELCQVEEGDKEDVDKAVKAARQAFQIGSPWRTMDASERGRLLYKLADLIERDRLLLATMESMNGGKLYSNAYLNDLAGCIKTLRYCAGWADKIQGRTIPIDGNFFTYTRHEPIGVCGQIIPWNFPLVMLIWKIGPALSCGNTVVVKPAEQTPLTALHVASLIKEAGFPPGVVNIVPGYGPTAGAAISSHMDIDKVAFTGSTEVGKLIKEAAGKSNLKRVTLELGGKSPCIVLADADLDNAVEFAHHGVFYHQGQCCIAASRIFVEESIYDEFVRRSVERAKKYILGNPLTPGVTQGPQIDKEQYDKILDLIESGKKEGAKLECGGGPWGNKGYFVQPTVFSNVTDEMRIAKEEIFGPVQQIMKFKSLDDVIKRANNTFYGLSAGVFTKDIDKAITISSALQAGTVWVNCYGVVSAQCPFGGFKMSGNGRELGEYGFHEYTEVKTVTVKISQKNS
SMN2 splice up: SMN2 splice variant enhancement; 210,000 tested, 2.8% active; AID 1458; Potency, µM (titrated, usually from 46.1 µM), without a hit: top-dose activity change, positive = activation, most hits filed as activators; HEK293 SMN2-luciferase splicing reporter, luminescence, 30-36 h; note: % of control where 0% means no effect; nearly all actives have a fitted effect of over 55% in size
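qHTS luciferase splicing reporter: luminescence rises when SMN2 exon 7 is included in transfected HEK293 cells. Compound exposure lasted 30-36 h at 37C, with 4.5 mM final sodium butyrate as control, followed by a ONE-Glo read.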
GAA glycogen: inhibitors or activators of human alpha-glucosidase glycogen cleavage. P10253. recombinant GAA, glycogen substrate, Amplex Red glucose oxidase fluorescence. Potency, µM (doses to about 76.4 µM), without a hit: at the highest dose activity change, negative = inhibition, usual class: inhibitors. 300,000 tested, 0.38% active. AID 2100;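 note: 0% = full enzyme reaction and -100% = no-enzyme basal signal; the screen sought inhibitors and activators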
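Natural-substrate format: glycogen cleavage by 4 nM human enzyme, glucose read by Amplex Red coupling (Ex 573, Em 610 nm). Normalized to enzyme and no-enzyme controls.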
aGal spleen mod: inhibitors or activators of human alpha-galactosidase in spleen homogenate. human spleen homogenate, 4MU-alpha-Gal fluorescence, 40 min. P06280. AID 2107. Potency, µM (top dose mostly 80 µM), for inactives: at the highest dose activity change, negative = inhibition, most hits filed as inhibitors. 240,000 tested, 0.008% active;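 note: 0% = enzyme with vehicle and -100% = no enzyme basal signal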
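Fluorogenic readout (Ex 365/Em 440 nm) of 4-methylumbelliferone released from 1 mM 4-MU-alpha-galactoside by spleen homogenate, 40 min at 37C, pH 5.0. Data normalized to no-enzyme and enzyme controls; Hill-equation AC50 from compound titrations.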
GAA inhib: alpha-glucosidase (human) inhibition; Potency, µM (doses to about 76.9 µM), inactives show at the top dose activity change, negative = inhibition, usual class: inhibitors; 200,000 tested, 0.005% active; purified human GAA, 4-MU-alpha-glucoside fluorescence; P10253;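 note: plate controls were uninhibited enzyme wells for no effect and no-enzyme background for full effect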
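Read-out is 4-methylumbelliferone fluorescence (Ex 365/Em 440 nm) after NaOH/glycine stop at pH 10. Enzyme 4 nM, substrate 400 uM, pH 5.0 citrate buffer, 20 min room temperature; AC50 from Hill-equation concentration-response.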
JMJD2E inh: JMJD2E (human) inhibition; B2RXH2; JMJD2E catalytic domain, FDH-coupled NADH fluorescence (FDH is formaldehyde dehydrogenase); 230,000 tested, 1.6% active; AID 2147; Potency, µM (series often up to 57.1 µM), without a hit: top-dose activity change, negative = inhibition, actives largely listed as inhibitors; active = well fitted inhibition curve with a large enough effect, not every such curve was filed as active; inconclusive = small, poorly fitted or top-dose-only effect, or another doubt; inactive = no such curve, though single readings can be large or run the other way;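 note: 0% = wells with enzyme and -100% = buffer wells without enzyme; nearly all actives have a fitted effect of over 50% in size; many of its hits are not listed in these tables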
Target sequence (B2RXH2 1-337 limits assumed): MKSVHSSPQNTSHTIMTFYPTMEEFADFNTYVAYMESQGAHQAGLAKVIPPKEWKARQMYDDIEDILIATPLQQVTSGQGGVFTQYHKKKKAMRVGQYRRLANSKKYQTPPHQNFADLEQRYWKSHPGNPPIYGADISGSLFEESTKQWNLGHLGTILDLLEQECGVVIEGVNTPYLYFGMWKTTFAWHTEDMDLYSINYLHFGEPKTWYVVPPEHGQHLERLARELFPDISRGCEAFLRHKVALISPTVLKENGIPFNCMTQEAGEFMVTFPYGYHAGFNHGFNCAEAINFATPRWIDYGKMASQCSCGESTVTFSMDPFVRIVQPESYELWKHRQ
* = called active by the depositor; & = joins results of further samples; [ ] = dose if it differs, or a comment. Unless noted, calls come from the whole dose curve; as a rule, active = well fitted curve in the direction sought with a large enough effect; inconclusive = small, poorly fitted or top-dose-only effect, or another doubt; inactive = no such curve, though single readings can be large; an effect the other way counts as inactive or inconclusive. Potency is the fitted concentration of half-maximal effect. Not all compounds are listed; count on the stated rates, not on these rows.

`CCOc1ccccc1C1CC(=O)NC2=C1C(=O)CCC2` (configuration not stated) gave GoLoco inh red 2%, aGlu spleen mod 1%, ALDH1A1 block 0%, SMN2 splice up 16%, GAA glycogen 2%, aGal spleen mod 2%, GAA inhib -7% and JMJD2E inh 9%.
COC(=O)CSc1nnc(CNC(=O)Cc2ccccc2)n1-c1ccccc1OC was read as GoLoco inh red 6%, aGlu spleen mod 7%, ALDH1A1 block 12%, SMN2 splice up -14%, GAA glycogen 2%, aGal spleen mod 11%, GAA inhib -4% and JMJD2E inh -5%.
CC(C)C(=O)c1cn(CC(=O)O)c2ccccc12 was read as GoLoco inh red -5%, aGlu spleen mod 0%, ALDH1A1 block inconclusive, GAA glycogen 16%, aGal spleen mod 2%, GAA inhib inconclusive and JMJD2E inh 4%.
Cn1c(N)c(C(=O)COC(=O)c2ccccn2)c(=O)n(C)c1=O was read as GoLoco inh red 6%, aGlu spleen mod -8%, ALDH1A1 block 0%, SMN2 splice up 22%, GAA glycogen 0%, aGal spleen mod -9%, GAA inhib 3% and JMJD2E inh -1%.
For O=C(CN1CCN(Cc2cccc(Cl)c2)C1=O)NCc1cccs1 the results were GoLoco inh red 8%, aGlu spleen mod 2%, ALDH1A1 block 6%, SMN2 splice up -26%, GAA glycogen 6%, aGal spleen mod -7%, GAA inhib -1% and JMJD2E inh -2%.
`CC1(C)CC(=O)c2sc(NC(=O)C3CC3)nc2C1` gave GoLoco inh red 2%, aGlu spleen mod -8%, ALDH1A1 block 11µM*, SMN2 splice up -8%, GAA glycogen -5%, aGal spleen mod 1%, GAA inhib 2% and JMJD2E inh -4%.
For S=c1[nH]nc(-c2cccnc2)n1/N=C/c1ccccc1 the results were GoLoco inh red 3%, aGlu spleen mod 1%, GAA glycogen -16%, aGal spleen mod -2% and JMJD2E inh 1%.
For CC(C)Oc1ccc(C2CC(=O)N(c3cccc(Br)c3)C2=O)cc1 (configuration not stated) the results were GoLoco inh red 17%, aGlu spleen mod -3%, GAA glycogen -1%, aGal spleen mod -1% and JMJD2E inh -8%.
Cc1cccc(OCCOCCN2CCOCC2)c1C was read as GoLoco inh red 5%, aGlu spleen mod -10%, ALDH1A1 block 16%, SMN2 splice up inconclusive, GAA glycogen -3%, aGal spleen mod -4%, GAA inhib -6% and JMJD2E inh 3%.
O=C1CC(c2ccc(Cl)c(Cl)c2)CC(O)=C1C=NCCN1CCNCC1 (configuration not stated) was read as GoLoco inh red 10%, aGlu spleen mod -8%, ALDH1A1 block inconclusive, SMN2 splice up -24%, GAA glycogen 1%, aGal spleen mod -1%, GAA inhib inconclusive and JMJD2E inh 3%.
Screening Cc1nn(CCc2n[nH]c(=S)n2-c2ccc(F)c(Cl)c2)c(C)c1[N+](=O)[O-] returned GoLoco inh red -6%, aGlu spleen mod -6%, ALDH1A1 block 1%, SMN2 splice up 12%, GAA glycogen -9%, aGal spleen mod -12%, GAA inhib 3% and JMJD2E inh -2%.
`O=C(CSc1nnc(-c2ccc(Cl)cc2)n1-c1ccc(Cl)cc1)N/N=C/c1ccccc1C(=O)O` gave GoLoco inh red -4%, aGlu spleen mod -6%, GAA glycogen 8%, aGal spleen mod -3% and JMJD2E inh 2%.
O=C(N/N=C\c1cccc(F)c1)c1ccc(Cn2cc(Br)c([N+](=O)[O-])n2)o1 was read as GoLoco inh red 7%, aGlu spleen mod -3%, ALDH1A1 block 3%, GAA glycogen 3%, aGal spleen mod 0%, GAA inhib 3% and JMJD2E inh 10%.
O=C(O)C1C(C(=O)Nc2ccc(Cl)cc2)C2C=CC1C21CC1 (configuration not stated) was read as GoLoco inh red 8%, aGlu spleen mod 3%, ALDH1A1 block inconclusive, SMN2 splice up -34%[inhibitor], GAA glycogen -3%, aGal spleen mod 8%, GAA inhib -1% and JMJD2E inh -12%.
Screening Cc1cc(C)cc(NC(=O)N2CCC(NC(=O)c3ccccc3C)CC2)c1 returned GoLoco inh red 8%, aGlu spleen mod -4%, ALDH1A1 block -2%, SMN2 splice up -10%, GAA glycogen -1%, aGal spleen mod -4%, GAA inhib 1% and JMJD2E inh -3%.
`Cc1c(C(=O)NCc2ccccc2)oc2ccc(S(=O)(=O)N3CCC4(CC3)OCCO4)cc12` gave GoLoco inh red -2%, aGlu spleen mod 1%, ALDH1A1 block inconclusive, SMN2 splice up -37%[inhibitor], GAA glycogen -1%, aGal spleen mod 4%, GAA inhib inconclusive and JMJD2E inh 5%.
For O=C(Nc1ccccc1)OCc1cncs1 the results were GoLoco inh red -8%, aGlu spleen mod -3%, ALDH1A1 block 10%, SMN2 splice up 9%, GAA glycogen -14%, aGal spleen mod 1%, GAA inhib 8% and JMJD2E inh -1%.
Cc1occc1C(=O)N1CCCc2ccccc21 was read as GoLoco inh red -7%, aGlu spleen mod -3%, ALDH1A1 block 32µM*, SMN2 splice up 23%, GAA glycogen 5%, aGal spleen mod -3%, GAA inhib -6% and JMJD2E inh -5%.
Screening N#CC1CC(c2ccccc2)=NN1c1ccccc1[N+](=O)[O-] (configuration not stated) returned GoLoco inh red 5%, aGlu spleen mod -3%, ALDH1A1 block -9%, SMN2 splice up 22µM*, GAA glycogen -12%, aGal spleen mod -9%, GAA inhib 2% and JMJD2E inh 7%.
COc1cc(C(O)c2nc3ccccc3n2C)cc(OC)c1OC (configuration not stated) was read as GoLoco inh red 3%, aGlu spleen mod 0%, ALDH1A1 block 0%, SMN2 splice up -31%[inhibitor], GAA glycogen 2%, aGal spleen mod 5%, GAA inhib 3% and JMJD2E inh 5%.

Fetched one by one from the list above:
For CC(C)Oc1ccc(C2CC(=O)N(c3cccc(Br)c3)C2=O)cc1 (configuration not stated) the results were GoLoco inh red 17%, aGlu spleen mod -3%, GAA glycogen -1%, aGal spleen mod -1% and JMJD2E inh -8%.
`O=C(CSc1nnc(-c2ccc(Cl)cc2)n1-c1ccc(Cl)cc1)N/N=C/c1ccccc1C(=O)O` gave GoLoco inh red -4%, aGlu spleen mod -6%, GAA glycogen 8%, aGal spleen mod -3% and JMJD2E inh 2%.

The list goes on:
For COc1ccc(OC)c2c1sc(=NC(=O)CN1C(=O)CCC1=O)n2C the results were GoLoco inh red 1%, aGlu spleen mod -4%, ALDH1A1 block 6%, SMN2 splice up -13%, GAA glycogen 9%, aGal spleen mod -3%, GAA inhib -8% and JMJD2E inh -17%.
For Cc1cccc(NC(=O)Cn2c([N+](=O)[O-])cnc2C)c1C the results were GoLoco inh red 2%, aGlu spleen mod 4%, ALDH1A1 block 5%, SMN2 splice up 0%, GAA glycogen 0%, aGal spleen mod 5%, GAA inhib -4% and JMJD2E inh -1%.
For O=C(NCC(c1cccnc1)N1CCN(c2ccc(F)cc2)CC1)c1ccco1 (configuration not stated) the results were GoLoco inh red 0%, aGlu spleen mod 4%, ALDH1A1 block -5%, GAA glycogen -11%, aGal spleen mod 6% and JMJD2E inh 15%.
`O=S(=O)(c1ccc(NC(=S)N2CCN(c3ccc(O)cc3)CC2)cc1)N1CCOCC1` gave GoLoco inh red 21%, aGlu spleen mod -4%, ALDH1A1 block inconclusive, SMN2 splice up -74%, GAA glycogen inconclusive, aGal spleen mod 1%, GAA inhib -14% and JMJD2E inh inconclusive.
Screening COc1ccc(CN/C(C)=C(/C#N)C(N)=O)cc1OC returned GoLoco inh red 2%, aGlu spleen mod 1%, ALDH1A1 block 5%, SMN2 splice up -21%, GAA glycogen 2%, aGal spleen mod 4%, GAA inhib -1% and JMJD2E inh 2%.
Screening OCC1(Cc2ccccc2)CCN(Cc2cccc(F)c2F)CC1 returned GoLoco inh red 10%, aGlu spleen mod 1%, ALDH1A1 block 5%, GAA glycogen 14%, aGal spleen mod -6%, GAA inhib inconclusive and JMJD2E inh -3%.
Screening Cc1ccc2nc(NCCC(=O)O)nc(-c3ccccc3)c2c1 returned GoLoco inh red 9%, aGlu spleen mod -2%, ALDH1A1 block inconclusive, SMN2 splice up -21%, GAA glycogen -10%, aGal spleen mod 2%, GAA inhib inconclusive and JMJD2E inh inconclusive.
For O=Nc1c(-c2c(O)[nH]c3ccccc23)[nH]c2ccccc12 the results were GoLoco inh red 157%&151%&167%&89%[activator], aGlu spleen mod 0%&4%&9%&4%, ALDH1A1 block -9%&-15%&0%, SMN2 splice up 13µM*, aGal spleen mod 1%&10%&8%&4% and JMJD2E inh 8%&-6%.
Cc1c(Cl)cnc(NC(=O)COC(=O)CCC(=O)c2cccs2)c1Cl was read as aGlu spleen mod -3%, ALDH1A1 block -6%, GAA glycogen -4%, aGal spleen mod -1%, GAA inhib 3% and JMJD2E inh 2%.
`Cc1ccc(N2CCN(/N=C/C=C/c3ccccc3)CC2)cc1` gave GoLoco inh red 11%, aGlu spleen mod 1%, ALDH1A1 block 8%, SMN2 splice up -15%, GAA glycogen 10%, aGal spleen mod 3%, GAA inhib 3% and JMJD2E inh 2%.
For O=C(CCSCCC(=O)NCc1ccc(F)cc1)NCc1ccc(F)cc1 the results were GoLoco inh red 11%, aGlu spleen mod 6%, ALDH1A1 block -10%, SMN2 splice up -1%, GAA glycogen -1%, aGal spleen mod -9%, GAA inhib -27% and JMJD2E inh -4%.
For Cc1ccc(NC(=O)COC(=O)CN2C(=O)NC3(CCCC3)C2=O)cc1S(=O)(=O)N(C)C the results were GoLoco inh red 2%, aGlu spleen mod 1%, ALDH1A1 block inconclusive, SMN2 splice up -6%, GAA glycogen 0%, aGal spleen mod -8%, GAA inhib 3% and JMJD2E inh 2%.
Screening C=CCSC(=S)Nc1c(C)n(C)n(-c2ccccc2)c1=O returned GoLoco inh red 9%, aGlu spleen mod 2%, ALDH1A1 block 7%, SMN2 splice up -18%, GAA glycogen 2%, aGal spleen mod 3%, GAA inhib inconclusive and JMJD2E inh -29%.
For NC(CC(=O)O)c1cccc(OCc2ccccc2)c1 (configuration not stated) the results were GoLoco inh red -2%, aGlu spleen mod -5%, ALDH1A1 block -11%, SMN2 splice up inconclusive, GAA glycogen 7%, aGal spleen mod 6%, GAA inhib -10% and JMJD2E inh -1%.
Cc1cccc(OCCOc2ccc(/C=N/NC(=O)Cc3nnc(N)s3)cc2)c1 was read as GoLoco inh red 10%, aGlu spleen mod -10%, ALDH1A1 block 4%, SMN2 splice up 21%, GAA glycogen 0%, aGal spleen mod -4%, GAA inhib 0% and JMJD2E inh 2%.
